S1P3 antagonist – blocks the human S1P3 receptor. Q99500. CHO S1P3 NFAT-BLA reporter, FRET fluorescence, antagonist mode. inhibition, % at 4.98 µM. hit rate 0.27% among 170,000. AID 485;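 active means inhibition above the plate cutoff, the mean inhibition of test wells on that plate plus 3 SD, cut at about 28% in these data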;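 further: cells challenged with S1P at its EC80 of 0.8 µM; blue over green emission ratio from cleaved BLA substrate after 4 h stimulation; 0% = S1P-stimulated wells and 100% = unstimulated DMSO-only wells; some compounds past the cut are filed as inactive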
Target sequence (Q99500 whole entry, looked up): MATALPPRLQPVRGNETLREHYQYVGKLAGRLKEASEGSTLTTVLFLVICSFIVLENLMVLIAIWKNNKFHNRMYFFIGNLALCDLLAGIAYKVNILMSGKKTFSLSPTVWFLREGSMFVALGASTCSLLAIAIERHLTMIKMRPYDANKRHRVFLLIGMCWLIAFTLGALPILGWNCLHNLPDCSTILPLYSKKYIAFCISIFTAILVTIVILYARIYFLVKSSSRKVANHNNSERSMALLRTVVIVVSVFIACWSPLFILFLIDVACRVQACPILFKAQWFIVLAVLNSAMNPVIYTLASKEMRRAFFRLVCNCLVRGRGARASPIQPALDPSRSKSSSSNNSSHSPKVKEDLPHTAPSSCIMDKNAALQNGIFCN
* = called active by the depositor. Not all compounds are listed, so the mix of outcomes need not match the whole.

SMILES | S1P3 antagonist
Cc1ccc(NC(=S)Nc2ccc(S(=O)(=O)Nc3ncccn3)cc2)c(C)c1 | 2
O=C(NCc1cccc(Cl)c1)c1ccc(-c2csnn2)cc1 | 7
COc1ccc(CCn2c(O)cc3nn(-c4nc5ccccc5s4)c(=O)c-3c2C)cc1 | -8
Cc1cc2cc(CNC(=O)C3CCCC3)ccc2n1C | -14
CCCc1nn(C)c2c(=O)[nH]c(-c3cc(S(=O)(=O)N(CCO)CCO)ccc3OCC)nc12 | -15
N#C/C(=C(/O)c1ccc([N+](=O)[O-])o1)c1nc2ccccc2[nH]1 | 27
O=C(Cc1n[nH]c(=O)c2ccccc12)NC(c1ccccc1)c1ccccc1 | -1
CC(=O)/C(N=Nc1ccc(C(=O)O)cc1)=C(\C)O | -5
CCc1[nH]c(C(=O)O)c(C)c1C(=O)OC | -2
C/C(CCC1CC(C)(C)OC1=O)=N\NC(N)=S (stereo not drawn) | -12
CC1CC(C)CN(C(=O)c2cccc3c2-c2ccccc2C3=O)C1 (stereo not drawn) | 8
C=CCn1c(=NC(=O)c2cccc(N3C(=O)CCC3=O)c2)sc2cccc(OC)c21 | 19
CNc1nc(N)c([N+](=O)[O-])c(Nc2cccc(Cl)c2)n1 | -3
COc1ccc(Oc2ncccc2NC(=O)c2cccc(C)c2C)cc1 | 0
CCCC(O)(CCC)C(=O)NNc1ccc(C)cc1 | 10
Cc1cc(=O)[nH]c(NCc2ccccc2)n1 | -22
CCS(=O)(=O)N1Cc2ccccc2CC1C(=O)Nc1ccccc1OC (stereo not drawn) | -2
O=C(N/N=C\c1ccc(O)c([N+](=O)[O-])c1)C1COc2ccccc2O1 (stereo not drawn) | 5
CCCN(Cc1cc2ccccc2[nH]c1=O)C(=O)c1cccc([N+](=O)[O-])c1 | -1
Cc1c(Cl)cccc1NC(=O)N1CCCN(c2nc(-c3ccccc3)ns2)CC1 | 2
CC(C)c1ccc(NC(=O)CNCC(c2ccccc2)N(C)C)cc1 (stereo not drawn) | 4
Cc1noc(/C=C/c2nn(C)cc2Cl)c1[N+](=O)[O-] | 0
N#CC1(NC(=O)CN2CCN(S(=O)(=O)c3ccccc3F)CC2)CCCC1 | -1
CCn1c(SCC(=O)Nc2c(C#N)cnn2-c2ccccc2)nnc1-c1cccs1 | -1
Nc1c(Cl)ncnc1N/N=C/c1ccncc1 | -14
Continuation:
SMILES | S1P3 antagonist
Nc1c(C(=O)NC2CCCC2)c2nc3ccccc3nc2n1/N=C/c1cccnc1 | -2
CN(C)c1ccc(/C=N/NC(=O)c2cc(=O)[nH]c3ccccc23)cc1 | 1
CN(C)c1ccc2nsnc2c1[N+](=O)[O-] | -7
CCCCOC(=O)Nc1ccc(S(=O)(=O)Nc2nccs2)cc1 | 1
NC(=S)NC1CC2CC1C1C=CCC21 (stereo not drawn) | 13
CC(=O)Oc1ccccc1-n1c(C)nc(=O)c(-c2ccccc2)c1C | -2
CCOC(=O)C1CCN(c2c(Nc3ccc(C)c(C)c3)c(=O)c2=O)CC1 | -6
COc1ccccc1/C=C/C(=O)Nc1nc(N)n(-c2ccccc2)n1 | 17
CC(C)OC(=O)NC(Nc1ccccc1C(=O)O)(C(F)(F)F)C(F)(F)F | -6
Cc1cc(C(=O)N/N=C/c2ccc([N+](=O)[O-])s2)n[nH]1 | -5
CC1(C)CC(=O)C(CC2CCCCC2=O)C(=O)C1 (stereo not drawn) | 12
Cc1ccc(S(=O)(=O)NNC(=S)Nc2ccc(Cl)cc2)cc1 | 1
Cc1cccc(CSc2nnc3c(n2)[nH]c2ccccc23)c1 | -3
C/C(=N\NC(=O)CO/N=C(\C)c1cccs1)c1ccc(N)cc1 | -11
COc1cccc(/C=N/NC(=O)c2ccoc2C)c1O | 21
CN(C)c1ccc(C(=S)N2CCN(c3ccc([N+](=O)[O-])cc3)CC2)cc1 | -11
O=C(O)/C=C/C(=O)Nc1ccc(Oc2ccccc2)cc1 | -6
O=[N+]([O-])c1ccccc1-c1ccc(C(=S)N2CCN(c3ccccc3)CC2)o1 | -8
COc1cccc(-n2c(N)c(C(=O)Nc3c(C)n(C)n(-c4ccccc4)c3=O)c3nc4ccccc4nc32)c1 | 2
Cc1ccc(CSCC(=O)NCc2ccc3c(c2)OCO3)cc1 | -17
Cn1c(=S)c2[nH]c(SCCN3CCCC3)nc2n(C)c1=O | -29
CCCSc1nnc(NC(=O)Nc2ccccc2OC)s1 | 1
CCN(CC)Cc1c(O)ccc2c1O/C(=C\C=C\c1ccccc1)C2=O | 19
Cc1nc(-c2noc(-c3cccc(Cl)c3)n2)c(C(F)(F)F)o1 | 1
Cc1ccc(-c2nn(C)c(=O)c3ccccc23)cc1CNC(=O)c1ccccc1 | -2

Five entries already listed, arranged by number of heavy atoms, high to low.
SMILES | S1P3 antagonist
Nc1c(C(=O)NC2CCCC2)c2nc3ccccc3nc2n1/N=C/c1cccnc1 | -2
Cc1ccc(-c2nn(C)c(=O)c3ccccc23)cc1CNC(=O)c1ccccc1 | -2
COc1ccccc1/C=C/C(=O)Nc1nc(N)n(-c2ccccc2)n1 | 17
Cc1cc(C(=O)N/N=C/c2ccc([N+](=O)[O-])s2)n[nH]1 | -5
CN(C)c1ccc2nsnc2c1[N+](=O)[O-] | -7

(listing goes on)
SMILES | S1P3 antagonist
Cc1cc(C(=O)Nc2ccc(F)cc2C)n(-c2ccccc2)n1 | -12
O=C(O)c1cccnc1SCc1cn2cc(Cl)ccc2n1 | -4
O=C1NN(c2ccccc2)C(=O)/C1=C\c1coc2ccc(O)cc2c1=O | -7
N#C/C(=N\Nc1ccc([N+](=O)[O-])cc1)C(=N)N1CCOCC1 | 5
Fc1ccc(-c2csc(-c3ccc(C4SCCS4)cc3)n2)cc1F | 1
CCCc1nnc(NC(=O)CCC(=O)NCc2ccc(OC)cc2)s1 | 3
CC1=C(C#N)C(=O)N(C2CCS(=O)(=O)C2)C(=O)/C1=C\c1ccc(C)o1 (stereo not drawn) | -3
O=C(Nc1cc(S(=O)(=O)N2CCOCC2)ccc1N1CCOCC1)c1cc2c(s1)CCC2 | -9
O=C(Nc1ccc(Cl)cc1)Nc1nc(-c2ccccc2O)cs1 | 6
c1ccc(-c2ccc(-c3nccc4ccccc34)[nH]2)cc1 | 24
O=[N+]([O-])c1cc(C(F)(F)F)cc([N+](=O)[O-])c1NCCNC(=S)Nc1ccc(Cl)c(Cl)c1 | -7
CCn1c(SCC(=O)N/N=C(/C)c2ccncc2)nc2ccccc21 | -7
CCn1nc(C)c(/C=N/NC(=O)c2nc3nc(C)cc(C)n3n2)c1C | 1
CCOc1ccc(-n2ccnc2)nn1 | -10
Cc1cccc(N2C(=O)/C(=C/c3cccnc3)SC2=S)c1 | -2
C[C@]12CS(=O)(=O)C[C@H]1SC(=S)N2c1ccccc1 | 7
O=C1OCC/C1=C\c1ccc2c(c1)OCO2 | 0
Cc1cc(NCc2ccccn2)n2ncc(-c3ccc(Cl)cc3)c2n1 | -5
CN1C2CCC1CC(NC(=O)CSc1ccc(Cl)cc1)C2 (stereo not drawn) | -7
COc1ccccc1-c1cn[nH]c1-c1ccc(OCc2ccc(F)cc2)cc1O | 1
S=C(NCc1ccccc1)N1CCN(C2CCCCC2)CC1 | -17
CCN(C(=O)COC(=O)/C=C/c1c(C)nn(-c2ccccc2)c1C)C1CCS(=O)(=O)C1 (stereo not drawn) | 10
Cc1cc(C)c2c(=O)c(/C=C3\NC(=S)NC3=O)coc2c1 | -2
NC(=O)COC(=O)c1cc(-c2ccco2)nc2ccccc12 | -2
COc1ccccc1NC(=O)CCc1c(C)nc2c(-c3ccc(F)cc3)c(C)nn2c1C | 9

Given field by field: part of the list above
S=C(NCc1ccccc1)N1CCN(C2CCCCC2)CC1
  S1P3 antagonist = -17

CCN(C(=O)COC(=O)/C=C/c1c(C)nn(-c2ccccc2)c1C)C1CCS(=O)(=O)C1 (stereo not drawn)
  S1P3 antagonist = 10

Carrying on:
SMILES | S1P3 antagonist
Cc1ccc(S(=O)(=O)N2CCCCC2)cc1NC(=O)CNCc1ccco1 | -2
COc1ccc(C2=NOC(C(=O)Nc3cccnc3)C2)cc1OC (stereo not drawn) | -3
O=C(N/N=C/C1CC2C=CC1C2)c1ccccc1O (stereo not drawn) | -4
O=C(O)CC12CC3CC(C1)CC(n1ncc(NCc4ccccc4Cl)c(Cl)c1=O)(C3)C2 | -5
C/C(=N/NC(=O)CCc1c(C)n[nH]c1C)c1cccc([N+](=O)[O-])c1 | -9
CCc1ccc(C(=O)NNc2ccc(F)cc2)cc1 | 12
Cc1cc(C)c(C(=O)O)c(CC(C)(C)C(=O)O)c1 | -11
COC(=O)c1ccccc1NC(=O)COC(=O)[C@H](C)NC(N)=O | -7
O=c1cc2ncc(-c3[nH]ncc3[N+](=O)[O-])cn2[nH]1 | -21
COc1cccc(N2C(=O)C3C(C2=O)C3(c2ccccc2)c2ccccc2)c1 (stereo not drawn) | -4
CN(C)CCCNC(=S)Nc1ccc(Br)cc1 | -14
CC1(C)Cc2cccc(C(=O)NC3CCN(Cc4ccccc4)CC3)c2O1 | -2
Cc1ccc(NCC(=O)Nc2c(C)n(C)n(-c3ccccc3)c2=O)cc1S(=O)(=O)N(C)C | -4
Cc1cc(O)c(C(C)C)cc1C1(c2cc(C(C)C)c(O)cc2C)OC(=O)c2ccccc21 | 6
Cc1ccc(-n2c(O)c(C=NC3CCS(=O)(=O)C3)c3ccccc3c2=O)c(C)c1 (stereo not drawn) | -2
C/C(CC(C)C)=N\NS(=O)(=O)c1ccc(C)c([N+](=O)[O-])c1 | -14
Clc1ccccc1-c1nnc2n1CCCCC2 | 2
C=C(C)COc1ccc(-c2nc(N)ncc2-c2ccccc2OC)c(O)c1 | -5
O=S1(=O)CC2SC(=S)N(Cc3ccccc3)C2C1 (stereo not drawn) | -8
COc1cc(C(=O)Nc2nnc(C)s2)c([N+](=O)[O-])cc1OC | 3
Cc1ccc(C2/C(=C(/O)c3cnn(-c4ccccc4)c3C)C(=O)C(=O)N2CCCN2CCOCC2)o1 (stereo not drawn) | 3
CCOC(=O)c1cc(-c2csc(COc3ccccc3Cl)n2)on1 | 3
O=C(Nc1ccc(NC(=O)c2cccs2)cc1)c1ccc2c(c1)OCCO2 | -10
Cc1cc(C)n(C2CC(=O)N(c3ccc(C)c(Cl)c3)C2=O)n1 (stereo not drawn) | -10
CCN(CC)CCn1c(=N)n(CC(O)COc2ccccc2)c2ccccc21 (stereo not drawn) | 6
More compounds
SMILES | S1P3 antagonist
O=C(CSc1nc2ccccc2o1)Nc1nc2c(s1)CCCC2 | -20
C(=N\Nc1nc2ccccc2[nH]1)/c1ccc2c(c1)OCCO2 | 0
CCCc1c(C(=O)Nc2ccc(OC)cc2)cnn1-c1ccccc1 | 13
C=CCNC(=S)N1CC2(C)CN(C(=S)NCC=C)CC(C)(C1)C2=O | 5
O=C(c1cccc(S(=O)(=O)Nc2cccc(C(F)(F)F)c2)c1)N1CCOCC1 | -8
O=C1Nc2c(ccc(Cl)c2Cl)C(=O)C1(F)c1ccccc1 (stereo not drawn) | -13
Cc1cc(C(=O)NNc2c(Cl)cccc2Cl)no1 | -5
CC(C)(C)NC(=O)N1CCN(c2ncccc2C(F)(F)F)CC1 | 11
CC(=O)NNC(=O)c1[nH]c2ccc(Cl)cc2c1-c1ccccc1 | 3
CC(C)[C@H](NC(=O)CCCn1nnc2ccccc2c1=O)C(=O)O | -11
CCCCNc1c([N+](=O)[O-])ncn1C | 3
COc1ccc(OCC(O)CNC(=O)c2sccc2Cl)cc1 (stereo not drawn) | -10
COc1ccc(/C=C/C(=O)OC2CCCCC2CN(C)C)cc1 (stereo not drawn) | 4
Cc1ccccc1NC(=O)Cn1nnc(-c2ccc(CN3CCC(C)CC3)cc2)n1 | 1
Cc1cc(C)cc(NC(=O)C(Sc2nnc(C)c(=O)[nH]2)c2ccccc2)c1 (stereo not drawn) | 2
O=C(O)C1(c2ccccc2)CCN(S(=O)(=O)c2ccc(Cl)s2)CC1 | 9
CC1(C)C(=O)Nc2ccccc2N1C(=O)Cn1ncc(Cl)c(Cl)c1=O | -3
CCCn1cc([C@@H]2C[C@H]3CN(Cc4cccc(Cl)c4)C(=O)[C@]34CCCN24)c(C)n1 | 5
CC1(C)CC(C(N)=S)CCO1 (stereo not drawn) | -3
COc1cc(/C=N\NC(=O)c2cccc(Cl)c2)ccc1Oc1ccc([N+](=O)[O-])cn1 | -6
Cc1onc(-c2ccc(Cl)cc2Cl)c1-c1csc(N/N=C/c2ccccc2)n1 | 11
O=C(O)CC(CC(=O)O)(C(=O)O)c1ccccc1 | 13
COc1ccccc1NC(=O)Nc1cc(C(C)(C)C)nn1C | -6
CC(NC(=O)/C(C#N)=C1\N=C(NC(=O)c2ccco2)c2ccccc21)c1ccccc1 (stereo not drawn) | -8
O=c1[nH]c(SCc2ccccc2[N+](=O)[O-])nc2nc[nH]c12 | -7
CCCN(CCC)Cc1cc(=O)oc2cc3c(cc12)CCC3 | 1
CCC(NC(=O)Nc1cc(C)on1)(C(F)(F)F)C(F)(F)F | 0

6 records drawn at random from the list so far:
SMILES | S1P3 antagonist
O=C(O)CC(CC(=O)O)(C(=O)O)c1ccccc1 | 13
CC(NC(=O)/C(C#N)=C1\N=C(NC(=O)c2ccco2)c2ccccc21)c1ccccc1 (stereo not drawn) | -8
Cc1cc(C(=O)NNc2c(Cl)cccc2Cl)no1 | -5
COc1ccccc1NC(=O)Nc1cc(C(C)(C)C)nn1C | -6
COc1cc(/C=N\NC(=O)c2cccc(Cl)c2)ccc1Oc1ccc([N+](=O)[O-])cn1 | -6
Cc1cc(C)cc(NC(=O)C(Sc2nnc(C)c(=O)[nH]2)c2ccccc2)c1 (stereo not drawn) | 2

Assay outcomes (PubChem BioAssay)
